# Assay outcomes deposited in PubChem by Broad Institute.
# S100A4 inh HTS – S100A4-myosin IIA interaction inhibition; P26447; S100A4/TAMRA-MyoIIA peptide fluorescence polarization; inhibition, % at 10.7 µM; 360,000 compounds, 0.14% hits;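 active = mean inhibition of at least 70% across replicates, with every replicate also reaching that level; inconclusive = mean inhibition reaches 70% but some replicates fall short; inactive = mean inhibition below 70%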
# Target sequence (P26447 whole entry, looked up): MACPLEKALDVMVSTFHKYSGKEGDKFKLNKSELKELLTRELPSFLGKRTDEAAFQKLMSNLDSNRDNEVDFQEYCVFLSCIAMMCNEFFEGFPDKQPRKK
#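 Compound dosing: one dose per compound; test system: human S100A4 monomer with TAMRA-labelled myosin IIA peptide; probe or stimulus: TAMRA-labelled myosin IIA heavy-chain peptide probe, 5 nM; medium: HEPES buffer with Ca2+, pH 7.2; schedule: 5 min incubation before reading; benchmarks: neutral control DMSO, positive control TFP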
# PGC1a acetyl inh – modulators of PGC1a acetylation | AID 651687 | 350,000 compounds, 0.17% hits | U2OS PGC1a acetylation, AlphaScreen anti-acetyl-lysine; with virally co-expressed GCN5 acetyltransferase | inhibition, % at 15.6 µM;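 active = every replicate shows inhibition of at least 40%; inconclusive = mean inhibition at least 40% but some replicate below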;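 note: 0% = neutral control wells and 100% = positive control wells; some results beyond the cut were filed as inactive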
# LGR2 inh – blocks bursicon-induced cAMP signaling via Drosophila LGR2; HEK293 LGR2, CRE-luciferase, bursicon-stimulated, 4 h; inhibition, % at 9.99 µM; 380,000 compounds, 0.35% hits; AID 720647;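 active = drop in luminescence signal, shown as inhibition above about 50% in the replicate tests, limit read from the data, passing the limit was not always enough; inconclusive = probably only some replicates passing the limit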;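 note: agonist challenge used bursicon conditioned medium at about half maximal strength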
# SIRT5 block – sirtuin-5 (human) deacylase inhibition; Q9NXA8; Purified SirT5, succinyl-peptide AMC, trypsin-coupled fluorescence; AID 652115; 330,000 compounds, 1.1% hits; inhibition, % at 15 µM; in the data active = inhibition above about 15%; inconclusive = no clear call, values can overlap the other calls
# Cneo AK release – Cryptococcus neoformans lysis via adenylate kinase release | lysis activity, % at 15 µM | AID 651654 | C. neoformans lysis, adenylate kinase release luminescence, 4 h; normalised: neutral wells 0, clomiphene wells 100 | 360,000 compounds, 0.2% hits;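 active = mean lysis activity across replicates of at least 80%, whatever share of replicates individually reach that level; inactive = mean lysis activity below 80%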
#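 Assay system: C. neoformans cells. Amount: yeast cell density of 5 × 10^6 cells/mL. Technique: AK luminescence. Buffer or medium: YPD. Times: static 4 h at 37 °C with compound, 1 h detection. Dosing: single-point compound dose. Read-out: lysis from increased AK signal.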
# ERAP1 inh – ERAP1 (human) enzyme inhibition; recombinant ERAP1, Leu-AMC fluorescence, 60 min; inhibition, % at 10.7 µM; 340,000 compounds, 0.15% hits; AID 652197;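 active = mean replicate inhibition of at least 30%, or all replicates individually reaching that 30% level; inactive = mean below 30% and not every replicate reaching it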;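 note: 0% = neutral control wells and 100% = L-leucinethiol positive control wells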
# Target sequence (Q9NZ08 whole entry, looked up): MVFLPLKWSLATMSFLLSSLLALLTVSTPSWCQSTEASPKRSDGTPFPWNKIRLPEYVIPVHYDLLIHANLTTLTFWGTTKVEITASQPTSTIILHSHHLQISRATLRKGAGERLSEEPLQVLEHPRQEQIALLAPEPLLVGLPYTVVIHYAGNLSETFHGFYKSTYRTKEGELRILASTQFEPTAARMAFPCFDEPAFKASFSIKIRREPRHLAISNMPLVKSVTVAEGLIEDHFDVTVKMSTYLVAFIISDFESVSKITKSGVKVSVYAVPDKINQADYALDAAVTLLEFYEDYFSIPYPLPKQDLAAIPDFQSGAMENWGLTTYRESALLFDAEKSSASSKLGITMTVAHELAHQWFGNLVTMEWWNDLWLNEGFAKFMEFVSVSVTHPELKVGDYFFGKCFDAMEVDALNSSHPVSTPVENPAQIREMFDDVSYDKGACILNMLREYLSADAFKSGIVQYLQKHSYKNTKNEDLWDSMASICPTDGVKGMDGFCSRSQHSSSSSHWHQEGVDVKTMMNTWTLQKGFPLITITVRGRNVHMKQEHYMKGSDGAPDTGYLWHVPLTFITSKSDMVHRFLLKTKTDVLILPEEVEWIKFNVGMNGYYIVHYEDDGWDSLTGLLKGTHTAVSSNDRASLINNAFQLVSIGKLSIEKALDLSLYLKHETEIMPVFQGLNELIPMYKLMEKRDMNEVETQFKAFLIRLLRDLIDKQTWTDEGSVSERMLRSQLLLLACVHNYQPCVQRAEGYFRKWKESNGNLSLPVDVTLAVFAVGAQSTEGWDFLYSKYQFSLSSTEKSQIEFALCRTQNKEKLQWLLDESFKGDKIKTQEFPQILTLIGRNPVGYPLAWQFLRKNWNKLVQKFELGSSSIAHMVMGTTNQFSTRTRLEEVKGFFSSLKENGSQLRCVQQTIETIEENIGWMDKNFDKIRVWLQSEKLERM
# Statin myotox sup – suppressors of simvastatin-induced myotoxicity in C2C12 myotubes. AID 602340. rescue of ATP level, % at 7.49 µM. ATP luminescence, 48 h; scaled: DMSO 0, geranylgeraniol control 100. 330,000 compounds, 0.78% hits;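 active = mean ATP rescue above about 67%, or every replicate alone reaching that limit, limit read from the data, passing the limit was not always enough; inconclusive = no clear call, values can overlap the other calls; inactive = mean under the limit and some replicate under it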;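 note: myotubes were challenged with 10 µM simvastatin during compound exposure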
# XiGFP reactiv – activators of X-chromosome reactivation in mouse fibroblasts; XiGFP mouse fibroblasts, % GFP-positive cells imaging, 3 d; cells co-treated with 5-aza-dC sensitizer; scaled so ellipticine positive control = 100%; activation, % at 7.58 µM; 360,000 compounds, 0.055% hits;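 active = mean normalized replicate activation at least 10% and every replicate at or above 10%; inconclusive = only one of the two criteria met; inactive = mean below 10% and not all replicates reach 10%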;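 note: 0% = median of on-plate neutral control wells and 100% = ellipticine 6 µM median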
#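 Assay system – SV40-immortalized XiGFP fibroblast cells, line 68-5-11 · Buffer or medium – DMEM supplemented with 5-aza-dC as sensitizing agent · Dosing – one concentration, pinned · Benchmarks – positive control ellipticine, 6 µM final · Times – 3 days compound exposure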
# * marks the source's active call; other numbers are inactive results; ? = inconclusive; . = no result given. Not all compounds are listed; the hit share may differ from the screen's.
SMILES,S100A4 inh HTS,PGC1a acetyl inh,LGR2 inh,SIRT5 block,Cneo AK release,ERAP1 inh,Statin myotox sup,XiGFP reactiv
CCCCCCn1c(=O)n2n(c1=O)[C@@H]1CN(S(=O)(=O)c3ccc(C)cc3)C[C@]1(O)[C@@H](OC(=O)NCc1ccccc1F)C2,-3,10,-5,2,3,-1,9,0.2
Cc1noc(C)c1C(=O)OCC(=O)Nc1ccc(C(N)=O)cc1,2,3,-3,-3,2,6,2,-0.1
COc1cccc(N2CCN(C(=O)c3cc4c(=O)n(Cc5ccccc5)ccc4nc3C)CC2)c1,2,.,-43,-4,-1,-2,9,0.1
Cc1noc(C)c1S(=O)(=O)Nc1ccc2c(c1)CC(=O)N([C@@H](C)CO)C[C@@H](C)[C@H](CN(C)S(=O)(=O)c1c(C)noc1C)O2,-1,-1,-1,-1,-13,-1,-2,0.2
CN1C(=O)c2cc(NC(=O)c3ccccc3Cl)ccc2OC[C@H]2O[C@@H](CC(=O)O)CC[C@H]21,2,0,-18,6,-4,-4,-9,0.2
COc1ccccc1NC(C#N)c1ccccc1OCc1ccccc1 (stereo unspecified),1,.,-10,-7,.,-1,.,0.1
CC(C)c1nc(SCC(=O)c2ccc(F)cc2)c2ccccc2n1,-1,.,-15,-1,.,6,.,-0.1
CCCC(=O)Nc1c2c(nn1-c1ccc(C)cc1C)CSC2,.,4,4,.,2,.,9,.
C[C@H]1CN([C@@H](C)CO)C(=O)c2cc(NC(=O)Cc3ccccc3)ccc2O[C@@H]1CN(C)Cc1ccc(C(=O)O)cc1,3,1,3,1,0,5,-2,0.0
COc1ccc(CC(=O)NCC2CCCN(Cc3ccc(F)c(OC)c3)C2)cc1 (stereo unspecified),-2,4,3,-24,-1,-1,0,0.1
O=C(Nc1ccc2c(c1)OCCO2)c1cc(F)c(F)cc1Cl,-2,7,-45,-2,-2,0,-3,0.1
O=C(NC1CCCC1)c1cc2nc(-c3ccccc3)cc(-c3ccccc3)n2n1,2,7,9,-2,1,.,.,.
CC(C)CC#Cc1cnc2c(c1)C(=O)N([C@@H](C)CO)C[C@@H](C)[C@H](CN(C)C(=O)Cc1ccccc1)O2,-1,-1,-15,-3,-1,0,?,-0.2
Cc1ccc(C(=O)OC2CCCN(C)C2)cc1 (stereo unspecified),-3,5,0,-4,0,-3,4,0.1
CNS(=O)(=O)c1cc(NC(=O)CCCNC(=O)c2ccc(Cl)cc2)ccc1C,-2,.,-9,5,1,-3,10,0.5
Cn1nc(C(=O)Nc2cccc(C(=O)NC3CC3)c2)c2ccccc2c1=O,1,-6,21,0,0,2,4,0.1
COCc1ccc(C(=O)N2CCCC(Nc3ccc(C(C)C)cc3)C2)s1 (stereo unspecified),1,.,-2,-1,0,3,-22,-0.1
COc1cccc(C(=O)NC(=S)Nc2ccc(N(C)C)cc2)c1,-1,-7,-79,2,4,-1,-14,0.2
COc1ccc(/C=C(\NC(=O)c2ccc(C)cc2)C(=O)N2CCCCC2)cc1,-1,4,7,-1,-1,-1,-3,0.1
Cc1cccc(Nc2nnc(SCC3CCCCO3)s2)c1 (stereo unspecified),-1,.,-43,-4,.,-1,.,0.1
Cn1cnc(S(=O)(=O)N2CC[C@@H]3[C@H]2c2cc(-c4ccccc4F)ccc2N[C@@H]3CO)c1,.,-4,-38,.,-28,.,-9,0.0
CC1CCCC(C)N1C(=O)COC(=O)CNC(=O)c1ccc(Cl)cc1Cl (stereo unspecified),1,.,8,1,.,0,12,0.0
Cc1ccnc(NC(=O)Cc2ccc(F)cc2)n1,-2,-2,3,10,.,0,-10,-0.3
CCCCn1nnnc1C(CCSC)N1CCN(C/C=C/c2ccccc2)CC1 (stereo unspecified),10,6,14,2,-7,.,-9,0.0
O=C(C[C@H]1CC[C@@H](NC(=O)Nc2ccc3c(c2)OCO3)[C@H](CO)O1)NCCCN1CCOCC1,-12,8,1,-1,-3,-1,-2,0.1
# (list continues)
SMILES,S100A4 inh HTS,PGC1a acetyl inh,LGR2 inh,SIRT5 block,Cneo AK release,ERAP1 inh,Statin myotox sup,XiGFP reactiv
Cc1ccc(-c2nc(-c3ccc(Cl)cc3)sc2CC(=O)O)c(C)c1,-4,11,-11,.,.,-3,.,0.1
C[C@H]1CCCCO[C@H](CN(C)C(=O)Nc2ccc3c(c2)OCO3)[C@@H](C)CN([C@@H](C)CO)C(=O)c2cc(N(C)C)ccc2O1,8,7,5,-5,4,2,20,2.1
CSC1=NCCN1S(=O)(=O)c1ccc(C)cc1,1,.,.,0,.,-5,.,0.1
CCc1nc2c(OCc3ccccc3C(=O)OC)cccn2c1N(C)C(=O)Nc1ccccc1OC,-4,.,-1,0,0,1,9,0.0
O=C(Nc1cccc(F)c1)N1CC(=O)N2[C@@H](CO)[C@@H](c3ccc(C#Cc4cccnc4)cc3)[C@@H]2C1,-5,?,20,7,.,1,.,0.0
NC(=O)C1=C[C@@H](c2ccc(Br)cc2)C[C@@H](OCc2ccc(CO)cc2)O1,0,-4,9,0,-2,1,7,0.0
CO[C@@H]1CN(C)C(=O)c2ccc(NC(=O)Nc3ccc4c(c3)OCO4)cc2OC[C@@H](C)NC[C@@H]1C,-5,-3,-67,2,-5,-2,10,0.0
CN(C)C(CNC(=O)CCc1nc2ccccc2s1)c1ccccc1 (stereo unspecified),0,.,2,-2,-2,-4,-1,-0.1
O=[N+]([O-])c1cccc(-c2nnnn2-c2cccc(F)c2)c1,-4,.,-4,-5,-3,-3,0,0.1
O=C(COc1ccccc1[N+](=O)[O-])OCC(=O)c1ccc(Br)s1,13,5,.,.,-2,1,-2,0.0
CCNC(=O)C[C@H]1CC[C@H]2[C@@H](COC[C@H](O)CN2C(=O)c2cc(Cl)cc(Cl)c2)O1,.,4,3,.,-2,.,2,0.5
O=c1[nH][nH]c(=O)c(Cl)c1Cl,-3,8,-15,-3,4,1,1,0.0
CSc1nc2nc3c(cc2c(=O)[nH]1)C(O)Oc1ccc(C)cc1-3 (stereo unspecified),9,2,10,.,.,-5,.,0.0
Cc1ccc(NC(=O)CCC(=O)NNC(=O)/C=C/C(=O)O)c(C)c1,.,-8,-15,.,0,.,7,0.1
O=C(CSCc1ccccc1Br)NNC(=S)NCc1ccco1,-2,-14,1,1,2,1,18,0.0
CCOc1ccc(S(=O)(=O)N2CCC(C(=O)OCc3cccc(OC)c3OC)CC2)cc1,0,-5,-4,1,0,1,34,0.0
COc1cccc(NC(=O)N2CC(=O)N3[C@@H](CO)[C@@H](c4ccc(C#CCC5CCCC5)cc4)[C@@H]3C2)c1,4,-7,12,17*,.,-1,.,0.0
O=C(O)c1ccc(-c2nc3ccccc3s2)o1,-4,-2,11,-3,-6,.,7,-0.1
COc1ccccc1N1CCN(C(=O)CCS(=O)(=O)c2ccc3c(c2)oc(=O)n3C)CC1,-5,2,-12,2,1,3,4,0.0
Cc1nn(C2CCS(=O)(=O)C2)c(C)c1CN(C)C(=O)c1ccc(F)cc1 (stereo unspecified),-2,.,-4,.,0,0,2,0.0
O=C(C[C@H]1CC[C@@H]2[C@H](COC[C@H](O)CN2CC2CCCCC2)O1)NCc1ccc(F)cc1,-4,-5,1,2,-3,1,14,0.3
O=C(C[C@H]1C=C[C@@H](NC(=O)C2CC2)[C@@H](CO)O1)NC1CCC1,-4,2,4,-1,1,-1,-15,0.2
Cc1cccc(OCC(=O)Nc2ccc(C(=O)Nc3ccccc3C(=O)O)cc2)c1C,3,.,2,-4,0,1,5,0.2
C[C@@H]1CN([C@@H](C)CO)C(=O)c2cccc(NC(=O)Nc3ccccc3)c2O[C@@H]1CN(C)Cc1ccccc1,35,4,15,-3,-1,1,-15,-1.1
Cc1ccc(S(=O)(=O)N(C)C[C@@H]2OCCCC[C@H](C)Oc3ccc(NC(=O)Nc4ccc(C(F)(F)F)cc4)cc3C(=O)N([C@H](C)CO)C[C@@H]2C)cc1,-14,-15,-13,5,-3,2,.,0.1

# Overlap with the part before: three compounds, followed by the next part.
SMILES,S100A4 inh HTS,PGC1a acetyl inh,LGR2 inh,SIRT5 block,Cneo AK release,ERAP1 inh,Statin myotox sup,XiGFP reactiv
Cc1cccc(OCC(=O)Nc2ccc(C(=O)Nc3ccccc3C(=O)O)cc2)c1C,3,.,2,-4,0,1,5,0.2
C[C@@H]1CN([C@@H](C)CO)C(=O)c2cccc(NC(=O)Nc3ccccc3)c2O[C@@H]1CN(C)Cc1ccccc1,35,4,15,-3,-1,1,-15,-1.1
Cc1ccc(S(=O)(=O)N(C)C[C@@H]2OCCCC[C@H](C)Oc3ccc(NC(=O)Nc4ccc(C(F)(F)F)cc4)cc3C(=O)N([C@H](C)CO)C[C@@H]2C)cc1,-14,-15,-13,5,-3,2,.,0.1
O=C([C@@H]1[C@@H](CO)[C@@H]2Cn3c(ccc(C4=CCCCC4)c3=O)[C@H]1N2)N1CCC(Cc2ccccc2)CC1,-12,4,-14,-17,-1,-3,-13,0.0
Cc1cc(N/N=C/c2ccc(N(C)C)cc2)c2ccccc2n1,2,2,-44,-1,-5,-9,-6,0.0
CCc1ccc(OCC(=O)O/N=C(\N)c2ccncc2)c(Br)c1,-2,5,-88,-5,-10,-1,5,-0.1
CN(C)CC#Cc1ccc([C@@H]2[C@H]3CN(C(=O)Cc4ccccc4)CC(=O)N3[C@H]2CO)cc1,1,-7,-10,-3,.,-2,.,0.1
COC(=O)N(C)C[C@@H]1OCc2ccccc2-c2c(n(C)c3ccccc23)C(=O)N([C@@H](C)CO)C[C@@H]1C,8,1,-1,12,45,-3,-13,0.1
CCOCCCNC(=O)/C(C#N)=C/c1ccccc1F,-2,3,17,6,-3,-4,-7,0.0
C[C@H]1CCCCO[C@@H](CN(C)CC2CCCCC2)[C@@H](C)CN([C@@H](C)CO)C(=O)c2cc(NC(=O)C3CCCCC3)ccc2O1,20,8,-10,-3,1,2,.,0.0
N#Cc1ccccc1COC(=O)CCN=C1NS(=O)(=O)c2ccccc21,-7,-13,4,-2,-2,-2,1,0.5
O=C(O)c1ccc(Cl)c(S(=O)(=O)Nc2ccccc2N2CCOCC2)c1,-12,-6,-11,-4,.,-10,.,0.0
O=C(NCCCNC(=O)c1cnccn1)c1cccc(Cl)c1,10,5,10,0,-1,0,-5,0.0
O=C(NCCCc1ccccc1)c1cccc(Br)c1,5,.,-52,1,2,-3,-3,-0.1
CO[C@@H]1CN(C)C(=O)c2cc(NS(=O)(=O)c3ccc(C)cc3)ccc2OC[C@@H](C)N(Cc2nccs2)C[C@@H]1C,4,-1,12,0,-4,1,-5,0.3
Cc1n[nH]c(=O)c2c(NC(=O)CSc3ccccc3F)oc(C)c12,-2,1,-7,-2,2,1,2,-0.1
O=C(NC(=S)Nc1ccc2ncccc2c1)c1ccccc1,-1,1,-30,1,-2,-1,-34,0.0
C[C@H](CO)N1C[C@H](C)[C@@H](CN(C)C(=O)C2CCCCC2)OCCCC[C@H](C)Oc2ccc(NS(=O)(=O)c3cn(C)cn3)cc2C1=O,7,0,2,1,0,0,.,0.0
COc1cccc2c(=O)n(CC(=O)Nc3ccc(F)cc3)ccc12,0,-10,-5,-3,0,-3,12,0.1
